TcdB inh = blocks C. difficile toxin B glycohydrolase activity. P18177. TcdB glycohydrolase enzymatic assay, plate reader. inhibition, % at 9.99 µM. actives 0.24% (n = 350,000). AID 652162; in the data active = inhibition above about 10%
Target sequence (P18177 whole entry, looked up): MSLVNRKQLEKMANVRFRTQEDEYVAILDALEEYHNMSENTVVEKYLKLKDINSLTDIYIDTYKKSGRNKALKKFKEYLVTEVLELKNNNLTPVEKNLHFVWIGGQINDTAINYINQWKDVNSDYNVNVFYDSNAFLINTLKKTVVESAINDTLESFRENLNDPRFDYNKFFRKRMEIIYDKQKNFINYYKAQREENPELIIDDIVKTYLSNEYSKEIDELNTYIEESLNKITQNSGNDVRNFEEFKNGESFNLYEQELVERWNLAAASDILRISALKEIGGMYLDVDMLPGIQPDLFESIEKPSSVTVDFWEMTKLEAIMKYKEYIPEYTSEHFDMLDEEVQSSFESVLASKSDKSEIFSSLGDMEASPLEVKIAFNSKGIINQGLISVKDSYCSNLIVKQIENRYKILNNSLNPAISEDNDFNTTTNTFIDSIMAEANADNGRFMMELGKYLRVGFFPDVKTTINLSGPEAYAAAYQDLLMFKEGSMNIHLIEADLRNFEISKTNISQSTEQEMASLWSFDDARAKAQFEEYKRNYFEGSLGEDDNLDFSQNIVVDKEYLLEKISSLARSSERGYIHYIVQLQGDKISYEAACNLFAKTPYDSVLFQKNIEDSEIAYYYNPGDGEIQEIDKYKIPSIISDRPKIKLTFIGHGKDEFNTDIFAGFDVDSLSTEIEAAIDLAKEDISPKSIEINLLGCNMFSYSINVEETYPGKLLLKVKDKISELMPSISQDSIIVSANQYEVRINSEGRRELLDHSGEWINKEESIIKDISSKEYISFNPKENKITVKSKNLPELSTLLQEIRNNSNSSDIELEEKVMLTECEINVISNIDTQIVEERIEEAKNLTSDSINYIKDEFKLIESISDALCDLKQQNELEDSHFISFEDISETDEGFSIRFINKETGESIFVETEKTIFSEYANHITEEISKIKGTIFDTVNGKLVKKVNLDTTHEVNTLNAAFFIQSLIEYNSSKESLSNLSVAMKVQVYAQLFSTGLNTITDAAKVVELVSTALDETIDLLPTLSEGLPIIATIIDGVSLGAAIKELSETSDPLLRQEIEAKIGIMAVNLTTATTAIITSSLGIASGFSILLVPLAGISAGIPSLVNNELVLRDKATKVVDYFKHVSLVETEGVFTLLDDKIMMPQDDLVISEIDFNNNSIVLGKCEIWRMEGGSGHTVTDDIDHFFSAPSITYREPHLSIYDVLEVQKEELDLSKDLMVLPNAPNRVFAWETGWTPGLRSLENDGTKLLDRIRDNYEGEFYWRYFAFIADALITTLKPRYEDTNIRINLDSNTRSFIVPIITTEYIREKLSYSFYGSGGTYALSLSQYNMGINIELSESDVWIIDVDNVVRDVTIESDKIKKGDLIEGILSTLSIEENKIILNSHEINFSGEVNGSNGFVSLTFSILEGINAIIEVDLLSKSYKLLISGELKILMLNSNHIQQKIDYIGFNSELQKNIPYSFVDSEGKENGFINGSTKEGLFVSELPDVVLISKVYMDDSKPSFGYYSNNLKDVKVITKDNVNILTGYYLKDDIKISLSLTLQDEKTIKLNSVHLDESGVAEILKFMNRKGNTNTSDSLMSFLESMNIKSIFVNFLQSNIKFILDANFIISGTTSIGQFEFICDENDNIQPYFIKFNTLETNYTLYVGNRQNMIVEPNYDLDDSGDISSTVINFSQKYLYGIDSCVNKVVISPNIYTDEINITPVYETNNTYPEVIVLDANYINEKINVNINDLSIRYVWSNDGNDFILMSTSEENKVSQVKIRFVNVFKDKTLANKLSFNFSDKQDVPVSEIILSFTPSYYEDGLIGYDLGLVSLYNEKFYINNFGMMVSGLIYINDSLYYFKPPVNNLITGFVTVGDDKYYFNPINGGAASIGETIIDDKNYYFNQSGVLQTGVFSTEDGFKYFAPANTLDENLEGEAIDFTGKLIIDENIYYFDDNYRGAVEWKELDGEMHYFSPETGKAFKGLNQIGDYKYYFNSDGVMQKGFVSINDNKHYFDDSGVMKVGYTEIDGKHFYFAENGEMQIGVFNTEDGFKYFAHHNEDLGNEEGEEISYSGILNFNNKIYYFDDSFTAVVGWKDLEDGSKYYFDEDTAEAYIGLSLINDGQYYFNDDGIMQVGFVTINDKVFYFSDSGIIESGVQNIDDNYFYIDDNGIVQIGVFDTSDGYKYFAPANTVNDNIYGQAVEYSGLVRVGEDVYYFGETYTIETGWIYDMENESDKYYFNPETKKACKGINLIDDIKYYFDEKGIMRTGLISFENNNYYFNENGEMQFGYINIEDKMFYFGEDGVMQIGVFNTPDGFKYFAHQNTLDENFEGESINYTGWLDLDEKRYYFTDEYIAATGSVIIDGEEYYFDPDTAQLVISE
SSB-PriA inh = K. pneumoniae PriA-SSBct interaction inhibition; AlphaScreen SSBct-PriA binding, biotinylated peptide; inhibition, % at 33 µM; actives 0.6% (n = 430,000); AID 1272365; in the data active = inhibition mostly above about 37%, no sharp cut-off; inactive = mostly below about 20%;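 also: plate controls were negative control peptide for no effect and reference peptide for full effect; strong numbers were not always called active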
BoNT-A LC inh2 = inhibitors of Botulinum neurotoxin A light chain protease; multiplex microsphere protease substrate cleavage, flow cytometry; inhibition, % at 10 µM; actives 0.17% (n = 360,000); also: plate controls were buffer without enzyme for full effect and enzyme alone for no effect
PfHsp40 rescue = restores yeast growth despite PfHsp40 toxicity; S. cerevisiae expressing PfHsp40, growth rescue, ATP luminescence; growth rescue, % at 12.5 µM; actives 0.68% (n = 340,000); AID 504582; in the data active = growth rescue above about 28%, passing the limit was not always enough;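 also: yeast W303a lacking pdr1 and pdr3 grown in galactose medium; growth measured after three days at 30 °C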
Vc quorum ag = induces V. cholerae light production without autoinducers. V. cholerae BH1578 lux reporter, luminescence, 6 h. activation, % at 18.7 µM. actives 0.16% (n = 350,000); in the data active = activation mostly above about 9.7%, no sharp cut-off; also: not every result past the cut was called active; inactives centre near 0; reference of the scale not given here
Anthrax LF inh2 = inhibitors of Bacillus anthracis lethal factor protease. P15917. multiplex microsphere protease cleavage assay, LF. inhibition, % at 10 µM. actives 0.12% (n = 360,000); also: plate controls were buffer without enzyme for full effect and enzyme alone for no effect
PrPC surface inh = inhibitors of human cell surface prion protein PrPC; P04156; TR-FRET read-out; actives 0.43% (n = 370,000); inhibition, % at 13.8 µM; in the data active = inhibition above about 24%; also: 0% = median of the test wells and 100% = reference compound wells
SARS 3CLpro inh = SARS-CoV 3CLpro protease inhibition; P0C6X7; recombinant SARS-CoV 3CLpro, quenched FRET peptide cleavage; inhibition, % at 6 µM; actives 0.14% (n = 290,000); AID 1706; in the data active = inhibition above about 12%
Y pestis TopoI = Y. pestis Topo-I inhibition via cleavage products; Y. pestis Topo-I cleavage product accumulation, plate reader; activity, % at 10 µM; actives 0.064% (n = 360,000); AID 504884; in the data active = activity above about 50%, passing the limit was not always enough; also: inactives centre near 2
Active calls of the source: *; i = inactive; nt = no result given. Rule as the data show it, unless noted: active = inhibition above about 30%; inconclusive = no clear call, values can overlap the other calls; inactive = below that. Only part of the results is shown; the hit share may differ from the screen's.

molecule | TcdB inh | SSB-PriA inh | BoNT-A LC inh2 | PfHsp40 rescue | Vc quorum ag | Anthrax LF inh2 | PrPC surface inh | SARS 3CLpro inh | Y pestis TopoI
O=C(c1cccc(NC2=NC3CS(=O)(=O)CC3S2)c1)N1CCN(c2cccc(Cl)c2)CC1 (stereo not drawn) | 2.3 | 11 | -0.7 | 0.8 | i | -11 | -5 | -3 | 14
Cc1ccc2nc(-c3ccc(N4C(=N)SC5CS(=O)(=O)CC54)cc3)sc2c1 (stereo not drawn) | nt | 4 | 0.8 | -0.8 | -0.6 | 0 | -9 | 0 | 8
Cc1cc(C)cc(NS(=O)(=O)c2ccc3[nH]cc(C(=O)N4CCc5ccccc54)c(=O)c3c2)c1 | nt | 7 | -0.5 | 0.4 | -0.4 | 0 | -1 | 14* | -3
CCOC(=O)c1ccc2ncc(C(=O)OCC)c(NCc3ccco3)c2c1 | nt | -9 | 0.3 | 1.9 | i | -3 | 3 | 3 | 2
CCc1nnc(NS(=O)(=O)c2ccc(N=Cc3c(C)[nH]n(-c4ccc(C)c(C)c4)c3=O)cc2)s1 | nt | 12 | -0.8 | -3.9 | -0.4 | -5 | 3 | 3 | -3
O=c1[nH]c2cc(Cl)ccc2c(O)c1-c1cccc(Oc2ccccc2)c1 | 5.1 | -13 | -1.0 | 4.0 | -0.2 | 5 | -7 | nt | 17
COc1ccc(N(CC(=O)Nc2cc(Cl)ccc2C)S(=O)(=O)c2c(C)n[nH]c2C)cc1 | 1.3 | -9 | -1.7 | 0.4 | i | -1 | 2 | -2 | -1
COc1cc2c(c(OC)c1OC)-c1ccc(SC)c(=O)cc1C(NC(=O)c1ccccc1)CC2 (stereo not drawn) | 3.4 | -2 | 0.3 | -1.8 | i | -4 | -3 | nt | 16
COc1ccc(-c2nn(-c3ccccc3F)cc2CNCCn2nc(C)cc2C)cc1 | 0.4 | -5 | 0.7 | 1.3 | -1.8 | -2 | -6 | 4 | 16
Cc1ccc(S(=O)(=O)N2CCC(C(=O)NCC(C)(C)N3CCOCC3)CC2)c(C)c1 | 2.2 | -8 | 1.1 | -0.1 | -2.0 | 4 | 4 | nt | -3
Cc1cc(NC2=CC(=O)C(=O)c3ccccc32)no1 | -2.0 | 7 | -0.1 | 4.3 | -2.0 | -5 | -10 | nt | -1
CC(=O)c1ccc(C(=O)NC2CC(C)(C)Cc3c2cnn3-c2ccccc2)cc1 (stereo not drawn) | -2.8 | 1 | 0.8 | 1.4 | i | 0 | -2 | -1 | 1
COc1ccc(OC)c(NC(=O)c2cc3sccc3n2C)c1 | nt | 15 | -0.8 | 0.5 | -0.4 | -7 | -3 | 0 | 11
CC1(C)C(c2ccccc2)=[N+]([O-])C2(CCCCC2=O)N1O (stereo not drawn) | nt | -7 | 0.5 | -0.6 | i | 0 | 3 | -6 | 0
CNc1ccc(C(O)(C(F)(F)F)C(F)(F)F)cc1C(O)(C(F)(F)F)C(F)(F)F | nt | -6 | -0.8 | 1.4 | -0.4 | -11 | -3 | 5 | 3
O=C(O)c1ccc(COc2ccc3ccccc3c2)o1 | -0.6 | -5 | 0.4 | -2.1 | -0.4 | -7 | 2 | -1 | 0
CN(CCC1CCOCC1)C(=O)c1cc(COc2c(F)cccc2F)on1 | 0.7 | -2 | -2.6 | 0.7 | i | -1 | -2 | -2 | 2
Cc1nc(NC(=O)COC(=O)[C@@H](NC(=O)c2ccco2)C(C)C)c(Cl)cc1Cl | 1.5 | 6 | -0.6 | -0.2 | i | -1 | -4 | nt | -4
CCCn1nnnc1NC(=O)CSc1ccc(Cl)cc1 | -0.2 | -12 | -1.0 | -1.2 | -0.3 | -1 | 1 | 4 | 4
Cc1cc(C(=O)NNc2cc(Cl)ccc2Cl)no1 | -10 | 10 | -4.5 | 1.5 | -0.8 | -7 | 12 | -5 | -13
CCN1C(=O)C(CC(=O)N2CCN(C(c3ccccc3)c3ccccc3)CC2)N(CC)C1=O (stereo not drawn) | nt | 5 | -1.3 | 1.3 | -0.2 | -2 | 7 | 5 | 16
CCCCCNS(=O)(=O)c1cc2c3c(c1)CCC(=O)N3CCC2 | 0.8 | -7 | -0.4 | 4.7 | 2.2 | 0 | 2 | 3 | 9
CCNS(=O)(=O)c1ccc(CCC(=O)O)cc1 | 0.3 | -11 | 0.8 | -1.3 | 0.2 | 1 | 2 | 0 | -6
N#CC(C(=O)c1ccco1)c1ccccn1 (stereo not drawn) | nt | -1 | 2.6 | -0.6 | i | 4 | -10 | 0 | 13
Cc1cc(C)cc(NC(=S)NCc2ccc3[nH]c4c(c3c2)CCCC4)c1 | 1.1 | 2 | -1.4 | 0.3 | 0.0 | -6 | 7 | 1 | 4

For convenience, some entries already given.
molecule | TcdB inh | SSB-PriA inh | BoNT-A LC inh2 | PfHsp40 rescue | Vc quorum ag | Anthrax LF inh2 | PrPC surface inh | SARS 3CLpro inh | Y pestis TopoI
CCNS(=O)(=O)c1ccc(CCC(=O)O)cc1 | 0.3 | -11 | 0.8 | -1.3 | 0.2 | 1 | 2 | 0 | -6
N#CC(C(=O)c1ccco1)c1ccccn1 (stereo not drawn) | nt | -1 | 2.6 | -0.6 | i | 4 | -10 | 0 | 13
Cc1cc(C)cc(NC(=S)NCc2ccc3[nH]c4c(c3c2)CCCC4)c1 | 1.1 | 2 | -1.4 | 0.3 | 0.0 | -6 | 7 | 1 | 4

A draw from above in order of heavy-atom count, falling.
molecule | TcdB inh | SSB-PriA inh | BoNT-A LC inh2 | PfHsp40 rescue | Vc quorum ag | Anthrax LF inh2 | PrPC surface inh | SARS 3CLpro inh | Y pestis TopoI
CCN1C(=O)C(CC(=O)N2CCN(C(c3ccccc3)c3ccccc3)CC2)N(CC)C1=O (stereo not drawn) | nt | 5 | -1.3 | 1.3 | -0.2 | -2 | 7 | 5 | 16
Cc1ccc(S(=O)(=O)N2CCC(C(=O)NCC(C)(C)N3CCOCC3)CC2)c(C)c1 | 2.2 | -8 | 1.1 | -0.1 | -2.0 | 4 | 4 | nt | -3
CC(=O)c1ccc(C(=O)NC2CC(C)(C)Cc3c2cnn3-c2ccccc2)cc1 (stereo not drawn) | -2.8 | 1 | 0.8 | 1.4 | i | 0 | -2 | -1 | 1
Cc1cc(C)cc(NC(=S)NCc2ccc3[nH]c4c(c3c2)CCCC4)c1 | 1.1 | 2 | -1.4 | 0.3 | 0.0 | -6 | 7 | 1 | 4
Cc1cc(C(=O)NNc2cc(Cl)ccc2Cl)no1 | -10 | 10 | -4.5 | 1.5 | -0.8 | -7 | 12 | -5 | -13
CCNS(=O)(=O)c1ccc(CCC(=O)O)cc1 | 0.3 | -11 | 0.8 | -1.3 | 0.2 | 1 | 2 | 0 | -6

Returning to the listing; the 2 compounds before the break are reprinted first.
molecule | TcdB inh | SSB-PriA inh | BoNT-A LC inh2 | PfHsp40 rescue | Vc quorum ag | Anthrax LF inh2 | PrPC surface inh | SARS 3CLpro inh | Y pestis TopoI
N#CC(C(=O)c1ccco1)c1ccccn1 (stereo not drawn) | nt | -1 | 2.6 | -0.6 | i | 4 | -10 | 0 | 13
Cc1cc(C)cc(NC(=S)NCc2ccc3[nH]c4c(c3c2)CCCC4)c1 | 1.1 | 2 | -1.4 | 0.3 | 0.0 | -6 | 7 | 1 | 4
COc1ccc(-c2c(C)nc(N)nc2-c2ccc(OC)cc2O)cc1 | 1.4 | -1 | -0.8 | 2.1 | i | 1 | 5 | -1 | -3
COc1ccc(OCC(=O)Nc2ccc3c(c2)nc(CCN2CCOCC2)n3C)cc1 | nt | -14 | 0.6 | 0.9 | -0.4 | -3 | 4 | -7 | -5
O=C(Nc1ccc(F)cc1)c1ccccc1F | 0.9 | 6 | 0.2 | 0.4 | 1.2 | 0 | -3 | 1 | 7
CC(NC(=O)C12CC3CC(CC(C3)C1)C2)c1ccc(F)cc1 (stereo not drawn) | -0.2 | -16 | 1.9 | 1.4 | -0.1 | 8 | 1 | 5 | 7
Cc1noc(C)c1COc1cccc(C(=O)N2CCN(C/C=C/c3ccccc3)CC2)c1 | nt | 7 | 1.0 | -0.5 | -1.3 | 4 | 7 | 2 | 12
O=C(O)c1ccc(NS(=O)(=O)c2cccc(S(=O)(=O)c3ccc(Cl)c(Cl)c3)c2)cc1 | nt | -6 | -2.0 | 2.6 | -0.3 | -4 | nt | 6 | 6
N#Cc1ccc(-n2nccc2-c2cnc3n(c2=O)CCS3)cc1 | nt | -23 | -0.7 | -0.7 | -1.3 | 0 | 2 | 2 | 3
CCOC(=O)c1cnc(-n2nc(C)cc2C)nc1Nc1ccc(O)cc1 | 1.1 | 6 | -4.4 | -0.7 | -0.5 | -3 | -4 | 0 | 3
Cc1ccnn1CCC(=O)N1CCCC(CCC(=O)N2CCN(c3ccccn3)CC2)C1 (stereo not drawn) | 1.6 | -9 | 0.7 | 1.0 | -3.1 | -1 | -3 | 5 | 8
COc1ccc(NC(=O)CSc2nc3n[nH]c(C)c3c(=N)n2-c2ccc(Cl)c(C)c2)cc1OC | nt | -1 | 0.3 | 1.0 | i | 0 | nt | 4 | 8
Cc1nc(SCC(=O)Nc2cccc(S(=O)(=O)N3CCOCC3)c2)nc(C)c1C | -6.7 | -13 | -0.3 | 0.1 | -1.0 | 0 | 11 | nt | 8
Cc1cccc(C)c1N1CCN(S(=O)(=O)c2ccccc2)CC1 | 0.8 | -12 | -0.3 | -1.9 | -0.2 | 2 | 1 | 3 | -11
CC1C(=O)OC2C1CCC1(C)CCC(=O)C(C)C21 (stereo not drawn) | -0.2 | 5 | -2.6 | -0.4 | i | -9 | -2 | -2 | 7
Cc1c([N+](=O)[O-])cc(N2C(=O)C=CC2=O)cc1[N+](=O)[O-] | -0.7 | -1 | -0.2 | 1.7 | -13 | -4 | nt | nt | -10
CCOc1c(OC(C)=O)ccc(/C=C/c2ccc3cccc(OC(C)=O)c3n2)c1[N+](=O)[O-] | -0.2 | 11 | -1.1 | 0.8 | -4.2 | -1 | nt | 2 | 15
O=C(Nc1cccc2c1CCCC2)c1ccncc1 | 0.0 | -12 | -0.7 | -0.2 | i | 2 | -8 | -3 | 0
O=C(COC(=O)Cc1ccc(Br)cc1)NC1CC1 | 1.2 | -6 | -1.3 | 0.2 | i | -6 | 3 | nt | -2
O=c1ccc2cc3c(-c4ccccc4)coc3cc2o1 | -0.8 | -18 | 0.4 | -0.4 | i | -4 | -1 | 1 | 18
C/C(=N\NC(=O)c1cc(C)oc1C)c1ccc2ccccc2c1 | 0.2 | nt | -1.3 | 0.2 | -0.3 | 0 | -3 | 1 | 9
N=C(N)SCc1nc2ccccn2c1Br | nt | -14 | -1.1 | -0.5 | -0.4 | -4 | -4 | 0 | 1
Cc1ccc(CNC(=O)CSc2nc3c(sc4ccccc43)c(=O)n2CCCN2CCCC2)cc1 | 2.2 | 1 | -0.4 | 0.7 | -5.2 | -6 | -11 | 0 | 2
CCN(CC)CCNC(=O)c1[nH]c2ccc(OCc3ccccc3)cc2c1C | 1.8 | 20 | 0.1 | -0.8 | i | -2 | -5 | -3 | -19
OC(c1ccccc1)(c1nc(-c2cccc3cccnc23)cs1)C(F)(F)F (stereo not drawn) | -0.2 | nt | -0.2 | nt | -0.3 | 1 | -4 | nt | -11
CCCNC(=O)Cn1cccc1C(=O)c1ccccc1 | nt | -19 | -0.2 | 0.9 | i | -3 | -7 | 5 | -1
N#Cc1ccc(-c2csc(NC(=O)c3ccc(N4C(=O)CCC4=O)cc3)n2)cc1 | -2.1 | -14 | -0.6 | 1.3 | -0.4 | -3 | -1 | -3 | -3

Other records follow.
molecule | TcdB inh | SSB-PriA inh | BoNT-A LC inh2 | PfHsp40 rescue | Vc quorum ag | Anthrax LF inh2 | PrPC surface inh | SARS 3CLpro inh | Y pestis TopoI
Cc1ccccc1C(=O)NNC(=O)C1CCCN(c2ncccn2)C1 (stereo not drawn) | nt | -5 | 0.9 | 0.2 | i | -11 | -2 | 2 | -12
CN(Cc1ccccc1)C(=O)CN1C(=O)NC2(CCCC2)C1=O | 1.0 | -20 | -0.1 | -2.3 | 0.4 | -6 | -5 | nt | -7
CCCCC(=O)Nc1cc([N+](=O)[O-])ccc1Cl | 1.6 | 7 | -0.7 | -0.1 | 8.4 | 1 | -16 | 0 | -3
O=C(NCc1cccnc1)C1CC(c2cccc(Br)c2)=NO1 (stereo not drawn) | 1.0 | -2 | -3.7 | -0.4 | -0.6 | -13 | 8 | -3 | 2
